mIAP block = inhibitors of mouse IAP, primary screen, biochemical, luminescence, uHTS. intestinal alkaline phosphatase [Mus musculus]. purified mouse IAP, CDP-Star luminescence, 30 min. inhibition, % at 10 µM. hit rate 0.2% among 330,000. AID 2806, 2010;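 active = inhibition of at least 40% at 10 µM in the primary screen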;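 also: plate controls were DMSO with enzyme for no effect and no enzyme wells for full effect; values of inactives mirror those of a sister screen read the other way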
hIAP inh = human IAP inhibitors, primary screen, biochemical, luminescence, uHTS; purified IAP, CDP-Star luminescence, 30 min; Intestinal-type alkaline phosphatase (Homo sapiens), P09923; inhibition, % at 10 µM; hit rate 0.12% among 330,000;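 active = inhibition reaching a set limit with compound at 10 µM in the primary screen, cut at about 35% in these data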;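 also: plate controls were DMSO wells with enzyme for no effect and no-enzyme buffer wells for full effect; values of inactives mirror those of a sister screen read the other way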
Target sequence (P09923 whole entry, looked up): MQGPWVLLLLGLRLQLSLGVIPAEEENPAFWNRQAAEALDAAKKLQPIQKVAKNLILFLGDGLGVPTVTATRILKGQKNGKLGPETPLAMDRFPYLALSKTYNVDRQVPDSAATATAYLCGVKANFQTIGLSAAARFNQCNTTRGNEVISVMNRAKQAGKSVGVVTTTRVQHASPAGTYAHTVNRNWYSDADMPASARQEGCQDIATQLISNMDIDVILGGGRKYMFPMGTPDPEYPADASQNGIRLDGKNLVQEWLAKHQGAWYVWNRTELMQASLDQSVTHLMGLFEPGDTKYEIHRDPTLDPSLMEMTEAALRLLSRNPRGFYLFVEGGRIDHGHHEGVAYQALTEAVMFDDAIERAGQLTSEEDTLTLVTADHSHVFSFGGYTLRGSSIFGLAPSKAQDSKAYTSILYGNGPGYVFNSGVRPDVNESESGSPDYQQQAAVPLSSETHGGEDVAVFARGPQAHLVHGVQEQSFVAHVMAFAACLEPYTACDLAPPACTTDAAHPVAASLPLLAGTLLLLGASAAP
A3A deaminase = APOBEC3A ssDNA deaminase inhibitors, primary screen, selectivity assay for APOBEC3G inhibitor project, biochemical, FAM/TAMRA oligo cleavage fluorescence. DNA dC->dU-editing enzyme APOBEC-3A (Homo sapiens), P31941. recombinant A3A, FAM/TAMRA ssDNA deamination fluorescence. inhibition, % at 20 µM. hit rate 0.41% among 330,000;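 active = at least 40% inhibition at 20 µM here, with at most 30% in a related deaminase screen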;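 also: plate controls were A3A with DMSO for no effect and wells lacking A3A enzyme for full effect; some results filed as inactive read as strong as hits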
Target sequence (P31941 whole entry, looked up): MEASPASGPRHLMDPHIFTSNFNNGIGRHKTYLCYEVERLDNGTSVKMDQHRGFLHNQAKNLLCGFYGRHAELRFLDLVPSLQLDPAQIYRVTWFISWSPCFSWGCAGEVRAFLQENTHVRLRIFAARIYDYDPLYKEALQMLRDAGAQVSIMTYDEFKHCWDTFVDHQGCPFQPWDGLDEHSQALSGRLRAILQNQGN
A3G deaminase = APOBEC3G DNA deaminase inhibitors, primary screen, biochemical, fluorescence, single-stranded DNA substrate, uHTS; DNA dC->dU-editing enzyme APOBEC-3G (Homo sapiens), Q9HC16; recombinant A3G, ssDNA deamination FAM/TAMRA fluorescence; AID 493012, 2011; hit rate 0.28% among 330,000; inhibition, % at 20 µM;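 active = inhibition of at least 40% at 20 µM, with no more than 30% in the related APOBEC3A deaminase screen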;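 also: plate controls were DMSO wells with A3G for no effect and wells lacking A3G enzyme for full effect; some compounds called inactive have numbers as strong as hits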
MIN6 prolif = inducers of MIN6 beta-cell proliferation, primary screen, ATP luminescence, uHTS | MIN6 cells proliferation, ATPlite luminescence, 48 h; cells starved in 0.2% serum; 100% = growth in 10% serum | proliferation, % at 10 µM | hit rate 0.29% among 330,000;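 active = compounds whose signal lies at least 3.5 SD above the mean of all wells on their plate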;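 also: 0% = DMSO-treated cells in low-serum medium and 100% = 10% serum control; some compounds called inactive have numbers as strong as hits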
ATG4B inh = ATG4B protease inhibitors, primary screen, biochemical, fluorescence, uHTS; inhibition, % at 8.33 µM; Cysteine protease ATG4B (Homo sapiens), Q9Y4P1; hit rate 0.51% among 340,000; ATG4B cleavage of LC3-PLA2, NBD-HPC fluorescence, 1 h; in the data active = inhibition above about 40%
mIAP activ = activators of mouse IAP, primary screen, biochemical, luminescence, uHTS; muIAP, CDP-Star luminescence, 30 min; hits give high values; 1 = vehicle-only enzyme signal, 0 = enzyme-free wells; hit rate 0.24% among 330,000; AID 2805, 2010; intestinal alkaline phosphatase [Mus musculus]; activation factor at 10 µM;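 active = activation factor of at least 2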; also: the source names both 10 and 20 µM as test concentration; values of inactives mirror those of a sister screen read the other way
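Assay system: mouse IAP enzyme / Compound: DMSO-dissolved test compounds / Timing: 30 min, room temperature / Measured by: luminescence from enzymatic CDP-Star hydrolysis / Control set: DMSO-only wells, enzyme-free buffer wells as negative control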
MPTP inh = mitochondrial permeability transition pore inhibitors, primary screen, biochemical, isolated mouse mitochondria, absorbance; Ca2+ swelling absorbance, 30 min; inhibition, % at 10 µM; hit rate 1.4% among 360,000;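 active = inhibition of 50% or more, scaled per plate between neutral and stimulator controls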;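 also: 0% = DMSO wells given calcium and 100% = 1 mM EGTA wells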
hIAP act = human IAP activators, primary screen, biochemical, luminescence, uHTS; Intestinal-type alkaline phosphatase (Homo sapiens), P09923; purified human IAP, CDP-Star luminescence, 30 min; hits give high values; 1 = vehicle-only enzyme, 0 = enzyme-free background; activation factor at 10 µM; hit rate 0.16% among 330,000; AID 2524, 2010;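 active = activation factor of the enzyme at least 2-fold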; also: the source names both 10 and 20 µM as test concentration; values of inactives mirror those of a sister screen read the other way
* marks the source's active call; other numbers are inactive results.

Values in the order – mIAP activ | MIN6 prolif | hIAP inh | MPTP inh | ATG4B inh | A3A deaminase | mIAP block | A3G deaminase | hIAP act
1	Cc1ccnc(NC(=O)CCN2C(=O)c3ccccc3S2(=O)=O)n1
  0.96 | -2 | -10 | -3.9 | -6 | -1 | 4 | 2 | 1.1
2	Cc1ccccc1-n1c(=O)c2ccccc2n2c(=O)[nH]nc12
  1.1 | 0 | 1 | -0.6 | -5 | 3 | -9 | 2 | 0.99
3	COc1ccc(C2(NC(C)=O)CCN(C(=O)c3ccco3)CC2)cc1
  0.96 | 2 | 13 | 1.0 | -2 | -1 | 4 | -4 | 0.87
4	CC(=O)Nc1ccc(NS(=O)(=O)Cc2ccccc2)cc1
  1.1 | 2 | 6 | -0.7 | -15 | 1 | -9 | 1 | 0.94
5	Cc1ccc(NC(=O)CCn2c(=O)c3cccn3c3ccccc32)c(C)c1
  0.95 | -1 | -5 | -2.1 | 1 | 0 | 5 | 3 | 1
6	CC1CC2(C)Oc3ccccc3C3OCC1(CO)C(C)C32 (configuration not stated)
  1 | -1 | -1 | -0.6 | -7 | 2 | -3 | 4 | 1
7	COc1ccc(C)cc1NC(=O)COCC(=O)O
  0.98 | 0 | 10 | -1.0 | 6 | -3 | 2 | -6 | 0.9
8	O=C(CN(C(=O)CCC(=O)Nc1ccccn1)c1cccc(F)c1)NCc1ccc2c(c1)OCO2
  0.97 | 1 | 4 | -0.5 | -3 | -4 | 3 | -10 | 0.96
9	S=c1[nH]nc(Nc2ccc(Cl)cc2)s1
  0.7 | -3 | 17 | 2.9 | -1 | -3 | 30 | 18 | 0.83
10	Cc1sc2ncnc(OCC(=O)N3CCN(C(=O)c4ccco4)CC3)c2c1C
  1.1 | -2 | -15 | -2.2 | 1 | 6 | -6 | -2 | 1.1

Ordered by count of non-hydrogen atoms (falling): five of the compounds above.
Values in the order – mIAP activ | MIN6 prolif | hIAP inh | MPTP inh | ATG4B inh | A3A deaminase | mIAP block | A3G deaminase | hIAP act
10	Cc1sc2ncnc(OCC(=O)N3CCN(C(=O)c4ccco4)CC3)c2c1C
  1.1 | -2 | -15 | -2.2 | 1 | 6 | -6 | -2 | 1.1
5	Cc1ccc(NC(=O)CCn2c(=O)c3cccn3c3ccccc32)c(C)c1
  0.95 | -1 | -5 | -2.1 | 1 | 0 | 5 | 3 | 1
6	CC1CC2(C)Oc3ccccc3C3OCC1(CO)C(C)C32 (configuration not stated)
  1 | -1 | -1 | -0.6 | -7 | 2 | -3 | 4 | 1
7	COc1ccc(C)cc1NC(=O)COCC(=O)O
  0.98 | 0 | 10 | -1.0 | 6 | -3 | 2 | -6 | 0.9
9	S=c1[nH]nc(Nc2ccc(Cl)cc2)s1
  0.7 | -3 | 17 | 2.9 | -1 | -3 | 30 | 18 | 0.83

Continuation.
Values in the order – mIAP activ | MIN6 prolif | hIAP inh | MPTP inh | ATG4B inh | A3A deaminase | mIAP block | A3G deaminase | hIAP act
11	CC(c1nnc(SCC(=O)c2c(N)n(C3CC3)c(=O)[nH]c2=O)n1-c1ccc(F)cc1)N(C)C (configuration not stated)
  0.94 | -3 | -12 | -0.8 | 4 | 1 | 6 | 2 | 1.1
12	O=C(OCC(=O)N1CCCC1)c1c2c(nc3ccccc13)CCCCC2
  0.98 | 1 | 10 | 0.7 | -3 | -1 | 2 | -9 | 0.9
13	O=c1c(C=Nc2ccc(Cl)cc2)c[nH]n1-c1cccc(Cl)n1
  0.92 | 2 | 2 | -1.3 | 11 | 14 | 8 | -4 | 0.98
14	O=C(Cn1cc(C(F)(F)F)ccc1=O)N/N=C/c1cccc(Cl)c1
  0.95 | -3 | -13 | 0.5 | -5 | -3 | 4 | -7 | 1.1
15	COc1ccccc1N1CCN(C(=O)CCS(=O)(=O)c2ccc3c(c2)NC(=O)C(C)S3)CC1 (configuration not stated)
  1.1 | 1 | 3 | 0.1 | -8 | 1 | -8 | -1 | 0.97
16	CCn1c(=O)c2c(nc3n2CCCN3Cc2ccccc2)n(C)c1=O
  1 | -3 | 4 | 0.0 | -11 | -1 | -4 | 5 | 0.96
17	COc1ccc(/C=C/c2nc(N)nc(-c3ccccc3O)n2)cc1
  0.9 | 0 | 7 | -13 | -5 | 7 | 10 | 1 | 0.93
18	COCc1cc(=O)n2[nH]c(-c3ccc(C)cc3)cc2n1
  0.95 | -4 | 6 | -1.1 | -8 | -4 | 5 | -7 | 0.94
19	COc1cccc(CN(C)C(=O)c2ccc(OCC(=O)Nc3cccc(C(F)(F)F)c3)c(OC)c2)c1
  1.3 | -7 | -5 | 42 | -9 | -2 | -26 | -6 | 1.1
20	CN(c1ccccc1C(=O)Nc1ccccc1-c1ccccc1)S(C)(=O)=O
  1 | -2 | -11 | -0.3 | -1 | -5 | 0 | -9 | 1.1
21	Cc1ccc(C)c(OCC(=O)Nc2ccc3c(c2)OCO3)c1
  1.1 | -1 | -7 | 1.6 | 2 | -2 | -13 | -2 | 1.1
22	COc1ccc(N2CCN(C(c3cccs3)C(C)NS(=O)(=O)c3ccccc3)CC2)cc1 (configuration not stated)
  0.98 | -5 | 5 | 1.0 | -4 | 0 | 2 | -1 | 0.95
23	CCOC(=O)c1ccccc1NC(=O)CSc1nnc(COc2ccccc2C)n1C
  0.98 | -1 | 8 | 6.8 | 1 | -1 | 2 | -7 | 0.92
24	CCN(Cc1ccccc1)C(=O)c1cccc(OC2CCN(C(=O)C3CC3)CC2)c1
  1 | 0 | -10 | -0.4 | 43* | 4 | -3 | 11 | 1.1
25	COc1cccc(Cn2cnc3c(NS(=O)(=O)c4ccc(Cl)cc4Cl)c(C)c(C)cc32)c1
  1.1 | -6 | 7 | -1.2 | 0 | -2 | -7 | -3 | 0.93
26	O=C(COc1ccc(-n2cnnn2)cc1)NC(=O)NCc1ccccc1
  0.97 | 1 | 16 | 0.3 | 5 | -1 | 3 | -3 | 0.84
27	N#Cc1nc(COc2ccc(F)cc2)oc1N1CCCCC1
  0.91 | 1 | -2 | -1.9 | -5 | 14 | 9 | -1 | 1
28	O=C1Nc2cc(Cl)c(Cl)cc2N(O)N1c1cc(Cl)cc(Cl)c1
  1.1 | -2 | -10 | 3.2 | 42* | 15 | -7 | -5 | 1.1
29	COc1ccc(Cc2nnc(NC(=O)c3ccco3)s2)cc1
  0.87 | -3 | 15 | 0.6 | 2 | 0 | 13 | -1 | 0.85
30	O=C(CN1C(=O)C2CC=CCC2C1=O)N1CCN(c2ccc([N+](=O)[O-])cc2)CC1 (configuration not stated)
  1 | 0 | 13 | 2.4 | 2 | 10 | 0 | 1 | 0.87
31	COc1ccc(S(=O)(=O)NCc2cccnc2)cc1NC(=O)c1ccccc1
  1.1 | -1 | 11 | -3.0 | 0 | 0 | -5 | -10 | 0.89
32	CC1=C(C(=O)OC(C)(C)C)C(c2ccc3ccccc3c2)NC(=O)N1C (configuration not stated)
  1 | -1 | 14 | 1.6 | -7 | 0 | -1 | 0 | 0.86
33	COc1ccc(CC(=O)NNS(=O)(=O)c2ccc(F)cc2)cc1OC
  1 | 0 | 10 | 1.4 | 1 | -2 | 0 | -9 | 0.9
34	C/C(=N\NC(=O)CNc1ccc(F)cc1)c1cc2ccccc2o1
  0.86 | -4 | 3 | 3.3 | 11 | -1 | 14 | -7 | 0.97
35	CCOc1ccc(NC(=O)CSc2nnc(-c3ccccn3)n2C)cc1
  1.1 | -1 | -7 | 0.5 | -8 | 4 | -6 | 0 | 1.1
36	COC(=O)c1ccc(N/N=C/c2cc([N+](=O)[O-])cc(OC)c2O)cc1
  0.92 | -2 | 26 | 1.3 | -2 | 2 | 8 | 1 | 0.74
37	O=C(Nc1ccccc1)N(Cc1ccc(Cl)cc1)CC(O)C(F)(F)F (configuration not stated)
  0.94 | -3 | 25 | -1.2 | -7 | -6 | 6 | -2 | 0.75
38	CC1(C)NC(=O)N(CC(O)COc2cc3ccccc3cc2C(=O)N2CCCCC2)C1=O (configuration not stated)
  1 | -3 | -7 | -3.6 | -9 | 1 | -2 | 0 | 1.1
39	CCOc1ccc(NS(=O)(=O)c2ccc(C(=O)NCCN3CCOCC3)cc2)cc1
  0.98 | 4 | 0 | 0.8 | -3 | -2 | 2 | -5 | 0.99
40	Cc1ccc(OCC(=O)N2CCCCCCC2)cc1C
  0.97 | 0 | -16 | 2.2 | 3 | -5 | 3 | 8 | 1.2
41	COC(=O)CCCC1=CC2=C(c3ccccc3)C(=O)C(C)(OC(=O)C3CCCC3)C(=O)C2=CN1CC(C)C (configuration not stated)
  1.1 | -1 | -9 | -0.3 | -1 | 10 | -6 | -10 | 1.1
42	CCNC(=S)N1CCC(Cc2ccccc2)CC1
  0.94 | -1 | -10 | 0.7 | -8 | -3 | 6 | -5 | 1.1
43	CCCCOc1cccc(C2/C(=C(\O)c3ccc4c(c3)OCCO4)C(=O)C(=O)N2CCN2CCOCC2)c1 (configuration not stated)
  1 | -2 | 42* | 0.9 | -8 | -4 | -1 | -5 | 0.58
44	CCCN(CC(=O)Nc1ccccc1C)C(=O)c1ccc(COc2ccccc2)cc1
  1.1 | -2 | -2 | -0.7 | 5 | 4 | -15 | 29 | 1
45	Nc1nc(CSc2nnnn2-c2ccc(Cl)cc2)nc(N2CCOCC2)n1
  0.97 | 2 | 3 | 0.2 | 4 | 0 | 3 | -2 | 0.97
46	COc1cccc(C(CC(=O)O)NS(=O)(=O)c2ccc3c(c2)N(C(C)=O)CC(C)O3)c1 (configuration not stated)
  1 | 0 | -6 | -0.7 | 1 | -4 | -3 | -5 | 1.1
47	Cc1ccc(-c2csc(N/N=C/c3ccco3)n2)cc1
  0.81 | -6 | 31 | 2.5 | 41* | -2 | 19 | -3 | 0.69
48	COc1ccc(-n2c(N)cc(=O)nc2SCC(=O)N2CCN(c3ccccc3)CC2)cc1
  0.99 | -5 | -41 | -0.7 | -4 | -5 | 1 | -6 | 1.4
49	COc1cc(N/N=C(\C)c2ccc(N)cc2)nc(-c2ccccc2)n1
  0.98 | -3 | 2 | 1.1 | -5 | -3 | 2 | -9 | 0.98

ATG4B inh, hit marks shown above.
#	Compound	mIAP activ	hIAP inh	MPTP inh	ATG4B inh	A3A deaminase	mIAP block	A3G deaminase	hIAP act
24	CCN(Cc1ccccc1)C(=O)c1cccc(OC2CCN(C(=O)C3CC3)CC2)c1	1	-10	-0.4	43*	4	-3	11	1.1
28	O=C1Nc2cc(Cl)c(Cl)cc2N(O)N1c1cc(Cl)cc(Cl)c1	1.1	-10	3.2	42*	15	-7	-5	1.1
47	Cc1ccc(-c2csc(N/N=C/c3ccco3)n2)cc1	0.81	31	2.5	41*	-2	19	-3	0.69
